# STAT1 activator – STAT1 signaling activation; NIH 3T3 STAT1-luciferase reporter, IFN-gamma, luminescence; 100% = IFN-gamma alone, no compound; activation (% of control), % at 5.5 µM; 200,000 compounds, 2.6% hits;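 active = activation above the screen-wide mean activation plus 3 SD, cut at about 130% in these data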;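 note: raw ratio to IFN-gamma control signal so 100% means no change and 0% no light; values of inactives mirror those of a sister screen read the other way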
# NF-kB neuron act – NF-kB expression increase, human neuronal cells. 190,000 compounds, 1.6% hits. fold change at 12.5 µM. NF-kB reporter expression; hits give high values. AID 1239; in the data active = fold change above about 3.3
# Hsp70 act – Hsp70 transcriptional activation, primary screen. HeLa Hsp70 promoter luciferase reporter, luminescence; scaled: vehicle 0, proteasome-inhibitor control 100%. activation, % at 10 µM. 200,000 compounds, 0.04% hits. AID 1203;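 active = activation above the mean across all tested compounds plus 3 SD, cutoff set per campaign, cut at about 5.5% in these data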;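 note: 100% = MG132 at 30 µM as the positive control and 0% = DMSO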
# FLuc inhib CS – counter-screen for luciferase assay inhibitors: firefly luciferase inhibition. ATPLite firefly luciferase biochemical luminescence, 10 min. 200,000 compounds, 1.5% hits. inhibition, % at 10 µM. AID 1006;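 active = inhibition above about 50% when tested at 10 µM, limit read from the data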
# Target sequence (P08659 whole entry, looked up): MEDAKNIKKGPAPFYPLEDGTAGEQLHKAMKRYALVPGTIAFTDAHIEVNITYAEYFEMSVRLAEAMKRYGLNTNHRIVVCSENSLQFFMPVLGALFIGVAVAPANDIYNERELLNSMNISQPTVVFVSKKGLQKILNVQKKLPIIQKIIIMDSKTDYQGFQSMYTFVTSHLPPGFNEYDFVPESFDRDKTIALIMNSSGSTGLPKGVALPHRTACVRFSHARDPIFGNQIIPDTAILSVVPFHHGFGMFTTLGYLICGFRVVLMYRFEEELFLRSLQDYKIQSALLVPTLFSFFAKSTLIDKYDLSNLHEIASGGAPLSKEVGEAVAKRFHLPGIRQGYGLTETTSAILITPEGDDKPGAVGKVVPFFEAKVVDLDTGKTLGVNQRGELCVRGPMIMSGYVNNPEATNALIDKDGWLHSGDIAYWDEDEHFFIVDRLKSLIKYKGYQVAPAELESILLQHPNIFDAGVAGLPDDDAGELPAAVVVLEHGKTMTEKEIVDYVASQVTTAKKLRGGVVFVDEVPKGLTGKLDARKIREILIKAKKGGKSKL
# APP 5'UTR act – APP 5'UTR luciferase reporter activation; SH-SY5Y APP 5'UTR luciferase reporter, luminescence; zero percent = DMSO vehicle wells; activation, % at 2 µM; 190,000 compounds, 1% hits; AID 1276;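 active = activation above a set limit, based on mean plus 3 SD of controls, cut at about 140% in these data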; note: values of inactives mirror those of a sister screen read the other way
# STAT1 blocker – inhibitors of IFN-gamma induced STAT1 signaling | NIH 3T3 STAT1-luciferase reporter, luminescence | inhibition, % at 5.5 µM | 200,000 compounds, 0.35% hits;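 active = inhibition above a set limit, the mean inhibition across all tested compounds plus 3 SD, cut at about 34% in these data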;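 note: 0% = IFN-gamma with DMSO and 100% = IFN-gamma with 300 µM nifuroxazide; values of inactives mirror those of a sister screen read the other way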
# STAT3 act – activators of IL-6 induced STAT3 signaling; U3A cells, IL-6 STAT3-luciferase reporter, luminescence; 100% = signal with IL-6 EC80 alone; 190,000 compounds, 0.91% hits; activation (% of control), % at 5.6 µM;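 active = activation above the screen-wide mean of compound activation plus 3 SD, cut at about 130% in these data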;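 note: 0% = background luminescence of wells with medium and substrate only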
#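 Test system: STAT3-luciferase reporter U3A cells; Detection: reporter luminescence signal; Times: 1 h compound pre-exposure, 6 h IL-6 stimulation, 37 °C; Benchmarks: IL-6-only high control; Also added: IL-6 stimulus at 33 ng/mL final.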
# APP transl inh – APP translation inhibition. SH-SY5Y APP 5'UTR-luciferase reporter, luminescence. inhibition, % at 2 µM. 190,000 compounds, 0.82% hits. AID 1285;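 active = inhibition above a set limit, derived from the sample mean plus 3 SD, cut at about 45% in these data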; note: values of inactives mirror those of a sister screen read the other way
# RAM inhibit – inhibitors of the yeast RAM network; S. cerevisiae dse1pr::URA3 reporter, 5-FOA growth OD615, 2 d; analog-sensitive cbk1-as2 kinase mutant strain; inhibition, % at 50 µM; 190,000 compounds, 1.8% hits; AID 868;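 active = inhibition above a set limit, 3 SD over mean compound inhibition, cut at about 8.4% in these data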;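 note: 0% = DMSO-only wells with no growth and 100% = 10 µM 1-NA-PP1 full growth; inhibition rescues growth on 5-FOA so higher OD means more RAM inhibition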
# STAT3 inh – inhibitors of IL-6 induced STAT3 signaling; U3A cells, IL-6 STAT3-luciferase reporter, luminescence; host cell line lacks STAT1; inhibition, % at 5.5 µM; 190,000 compounds, 0.89% hits; AID 862;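 active = inhibition above the mean inhibition across all screened compounds plus 3 SD, cut at about 44% in these data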;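 note: 0% = DMSO only wells and 100% = 100 µM nifuroxazide control wells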
# * marks the source's active call; other numbers are inactive results; · = not tested or not shown.
1) O=C(Nc1ccc(N2CCCCC2)c(C(=O)O)c1)c1ccco1
2) O=C(CSc1nnc(CNC(=O)c2ccco2)o1)NC1CCCC1
3) COc1ccc(N(C(=O)c2ccco2)C(C(=O)NC2CCCC2)c2ccc(N(C)C)cc2)cc1 (stereo not drawn)
4) CCCc1[nH]n(-c2ccc([N+](=O)[O-])cc2)c(=O)c1C=NCCCn1ccnc1
5) Cc1ccnc(NS(=O)(=O)c2ccc(NC(=O)Cc3ccccc3)cc2)n1
6) CN(C)c1ccc(C(=S)N2CCOCC2)cc1
7) COc1cc2c(cc1NC(=O)CSc1nnc(COc3ccc(Cl)cc3)n1C)oc1ccccc12
8) CCOc1cc(C2C(C(=O)OC)=CN(C3CCCC3)C=C2C(=O)OC)cc(Br)c1O
9) Cc1cccc(C)c1NC(=O)c1sc(Cl)nc1C
10) CCOc1cccc2c1OC1(C)CC2NC(=O)N1Cc1ccccc1 (stereo not drawn)
Compound,1,2,3,4,5,6,7,8,9,10
STAT1 activator,98,93,97,100,95,101,95,104,104,104
NF-kB neuron act,1,1,0.79,1.3,0.93,1.2,0.19,0.99,1,1.1
Hsp70 act,0.0,-0.2,-0.2,-0.1,-0.5,-0.5,-0.3,0.2,-0.3,-0.3
FLuc inhib CS,-5,2,-6,1,-2,-1,-7,-3,-5,-7
APP 5'UTR act,7,8,18,-12,-11,12,-6,-12,0,0
STAT1 blocker,3,4,4,-2,6,-1,5,-4,-5,-5
STAT3 act,102,93,107,99,101,98,107,106,107,97
APP transl inh,-7,-8,-18,12,11,-12,6,12,0,0
RAM inhibit,0.3,0.1,0.1,2.3,0.0,0.1,6.0,4.0,0.5,0.6
STAT3 inh,2,8,-3,4,2,5,-6,-3,-3,5

11) COc1ccc(C2CC(c3cccc(C)c3)n3ncnc3N2)cc1 (stereo not drawn)
12) CC(CCc1ccccc1)NC(=O)C(=O)NCc1ccccc1 (stereo not drawn)
13) CCC(C)[C@H](NC(=O)OC(C)(C)C)C(=O)N/N=C/c1ccc2nccnc2c1 (stereo partly drawn)
14) Cc1cc(OCC(=O)NCc2nc(-c3ccccc3)no2)c(C)cc1Br
15) Cc1ccc(C2CC(=O)Nc3c2ccc2ccccc32)cc1[N+](=O)[O-] (stereo not drawn)
16) CCCCCn1c(CN(C)Cc2ccccc2)nc2c1c(=O)n(C)c(=O)n2C
17) COC(=O)CSc1nc(C)c(C(=O)Nc2ccccc2C)c(-c2ccc(Cl)cc2)c1C#N
18) Cc1cc([N+](=O)[O-])ccc1NC(=O)C(C)[n+]1ccccc1 (stereo not drawn)
19) CCCNC(=O)CS(=O)Cc1nc(-c2ccc(OC)cc2)oc1C (stereo not drawn)
20) COCCNC(=O)/C(C#N)=C/c1cc(Br)c(O)c(OC)c1
Compound,11,12,13,14,15,16,17,18,19,20
STAT1 activator,94,93,104,90,108,90,112,100,105,89
NF-kB neuron act,1,0.91,1.2,1.4,0.72,0.77,1.2,1,1.1,0.97
Hsp70 act,-0.1,-0.2,-0.3,-0.3,-0.2,-0.2,-0.1,0.7,-0.1,-0.4
FLuc inhib CS,-6,-7,-6,-3,-4,5,2,-7,-6,1
APP 5'UTR act,0,-6,-18,16,-18,17,-9,-15,·,107
STAT1 blocker,7,8,-4,3,-8,11,-14,-1,-6,11
STAT3 act,96,94,103,94,113,94,101,101,106,91
APP transl inh,0,6,18,-16,18,-16,9,15,·,-107
RAM inhibit,-0.6,1.8,0.0,6.0,2.2,1.4,1.1,0.4,2.2,0.4
STAT3 inh,10,11,-2,11,-19,12,1,6,2,18

21) COc1cc(/C=C2\SC(=O)N(Cc3ccc(Cl)cc3)C2=O)cc([N+](=O)[O-])c1O
22) COc1ccc(/C=C/CN2CCN(Cc3ccc(F)cc3)C(CCO)C2)cc1 (stereo not drawn)
23) CC(C)Cn1c(SCC(=O)NC2CCCc3ccccc32)nc(O)cc1=O (stereo not drawn)
24) COc1ccc(C2CC(c3ccccc3)Nc3nc(N)nn32)cc1 (stereo not drawn)
25) COc1cccc(C(CC(=O)NCCN2CCOCC2)NS(=O)(=O)c2ccc(C)cc2)c1OC (stereo not drawn)
26) Cc1ccc2c(c1)N(CC(=O)N1CCCc3ccccc31)C(=O)CO2
27) O=C1c2oc3ccc(F)cc3c(=O)c2C(c2ccc(F)cc2)N1CCCN1CCOCC1 (stereo not drawn)
28) COc1cc(C(=O)NCC(=O)OCC(=O)N2CCc3ccccc32)cc(OC)c1OC
29) CCOC(=O)CSc1nnc(-c2ccoc2C)n1-c1ccc(OCC)cc1
30) O=C(NC1CCCC1)c1cc(Cl)ccc1[N+](=O)[O-]
Compound,21,22,23,24,25,26,27,28,29,30
STAT1 activator,91,104,104,97,95,99,102,103,107,99
NF-kB neuron act,0.95,1.1,0.97,0.89,1.1,0.85,·,0.96,1.1,1.3
Hsp70 act,0.1,-0.2,0.0,-0.1,0.1,-0.2,-0.4,0.0,0.0,0.0
FLuc inhib CS,-5,-7,-6,-8,0,-3,·,-1,-3,-4
APP 5'UTR act,2,-14,-6,2,-3,21,1,6,0,-2
STAT1 blocker,8,-5,-5,4,5,1,-3,-1,-7,1
STAT3 act,82,100,103,102,105,93,98,103,96,100
APP transl inh,-2,14,6,-2,2,-21,0,-6,0,2
RAM inhibit,1.5,-0.1,3.9,0.6,0.1,2.8,·,1.7,-0.5,0.9
STAT3 inh,27,4,0,0,0,10,7,1,10,-2

# A second format for four compounds above.
# Results follow in this order: STAT1 activator, NF-kB neuron act, Hsp70 act, FLuc inhib CS, APP 5'UTR act, STAT1 blocker, STAT3 act, APP transl inh, RAM inhibit, STAT3 inh
22. COc1ccc(/C=C/CN2CCN(Cc3ccc(F)cc3)C(CCO)C2)cc1 (stereo not drawn)
 : 104, 1.1, -0.2, -7, -14, -5, 100, 14, -0.1, 4
23. CC(C)Cn1c(SCC(=O)NC2CCCc3ccccc32)nc(O)cc1=O (stereo not drawn)
 : 104, 0.97, 0.0, -6, -6, -5, 103, 6, 3.9, 0
24. COc1ccc(C2CC(c3ccccc3)Nc3nc(N)nn32)cc1 (stereo not drawn)
 : 97, 0.89, -0.1, -8, 2, 4, 102, -2, 0.6, 0
25. COc1cccc(C(CC(=O)NCCN2CCOCC2)NS(=O)(=O)c2ccc(C)cc2)c1OC (stereo not drawn)
 : 95, 1.1, 0.1, 0, -3, 5, 105, 2, 0.1, 0

# Going on with the list.
31) CC(O)CCC(=O)NCCNC(=O)CCC(C)O (stereo not drawn)
32) Cc1nc(NC(=O)C2CCCC2)sc1Cc1ccc2c(c1)OCO2
33) Cc1ccc(N2CCN(C3=NC(=O)/C(=C\c4cccs4)S3)CC2)cc1
34) COc1ccc(C(=O)NCc2ccc3c(c2)OCO3)cc1S(=O)(=O)NCc1ccc(Cl)cc1
35) COc1ccc(C(=O)NN(c2ccccc2)c2ccccc2)cc1
36) CCn1c(C)nc2cc(C(=O)NNC(=O)Nc3ccc(Cl)c(Cl)c3)ccc21
37) COCCNC(=O)COC(=O)c1[nH]c(C)c(C(C)=O)c1C
38) COc1cc(/C=C/C(=O)CC(=O)/C=C/c2ccc(O)c(OC)c2)ccc1O
39) Cc1nn(C)cc1CN(C)C(=O)c1cc(-c2ccccc2)nc2ccc(Br)cc12
40) COc1cccc(N=c2oc3cc(O)ccc3cc2C(=O)NCC2CCCO2)c1 (stereo not drawn)
Compound,31,32,33,34,35,36,37,38,39,40
STAT1 activator,96,117,109,102,90,98,100,99,101,113
NF-kB neuron act,1.4,2.1,1.3,0.81,1.1,·,1.2,7.4*,0.54,0.68
Hsp70 act,0.0,-0.5,0.1,-0.3,-0.3,-0.1,-0.4,-0.2,-0.1,-0.2
FLuc inhib CS,-6,-7,-3,-8,-7,-9,-1,0,9,-7
APP 5'UTR act,109,19,-5,4,-14,5,21,-11,6,-5
STAT1 blocker,3,-18,-6,-2,11,0,-1,1,-1,-16
STAT3 act,103,114,98,94,104,100,101,108,104,77
APP transl inh,-68,-19,5,-4,14,-5,-21,11,-6,5
RAM inhibit,-0.2,1.6,2.0,5.6,2.5,1.4,3.5,8.7*,0.9,3.7
STAT3 inh,3,-12,12,5,7,5,5,-6,2,30

41) COc1cccc(C2C(C(=O)c3cc4cccc(OC)c4o3)=C(O)C(=O)N2c2cc(C)on2)c1OC (stereo not drawn)
42) O=C(CSc1nc2ccc(NC(=O)CSc3nnnn3-c3ccccc3)cc2s1)Nc1ccccc1
43) CN1/C(=C\C(=O)COc2ccc3c(c2)OCO3)C(C)(C)c2ccccc21
44) Cc1cc(C(=O)NP(=O)(N2CCOCC2)N2CCOCC2)c(C)n1-c1ccc(N(C)C)cc1
45) O=C(CN1CCN(Cc2ccccc2Cl)C1=O)NC1CCCCCC1
46) S=C(NCCc1ccccc1)N/N=C/c1ccccc1Cl
47) Cc1cc(C)n(C(=O)CN2C(=O)CCC2=O)n1
48) CCNS(=O)(=O)c1ccc(CCC(=O)NCCC2=CCCCC2)cc1
49) CCN(CC)CCN1C(=O)C(=O)/C(=C(/O)c2cnn(-c3ccccc3)c2C)C1c1cccs1 (stereo not drawn)
50) COc1ccc(O)c(C(=O)c2cnc3c(c2)CN(C)C(=O)N3)c1
Compound,41,42,43,44,45,46,47,48,49,50
STAT1 activator,100,106,95,114,110,96,87,98,126,95
NF-kB neuron act,1.1,1.2,0.51,1,1.8,1.1,1,1.1,1.8,0.86
Hsp70 act,-0.1,-0.2,-0.1,-0.2,0.2,-0.5,0.1,-0.5,-0.2,-0.1
FLuc inhib CS,-5,-1,-4,-7,-3,-5,-5,-8,10,-3
APP 5'UTR act,-3,11,-3,9,3,7,3,0,73,21
STAT1 blocker,0,-7,6,-15,-14,5,15,2,-29,4
STAT3 act,106,89,100,106,102,103,93,92,120,91
APP transl inh,3,-11,3,-9,-3,-7,-2,0,-73,-21
RAM inhibit,5.2,2.0,4.5,0.6,1.1,1.2,0.2,0.3,-0.5,2.0
STAT3 inh,-8,16,4,-12,-3,2,15,12,-19,18

51) CC1(c2ccccc2)CC(C)(C)N2C(=O)Cc3cccc1c32 (stereo not drawn)
52) O=C(COC(=O)Cc1ccc(Cl)cc1)Nc1ccccc1-c1ccccc1
53) COc1cccc(Cn2c(NCc3ccco3)nc3c2c(=O)n(C)c(=O)n3C)c1
54) O=C(CCN1CCOCC1)c1ccc2c(c1)OCCO2
55) Cc1ccc2nsnc2c1NC(=O)c1ccccc1[N+](=O)[O-]
56) Clc1ccc(-c2nnc(SCc3nc4ccccc4[nH]3)o2)c(Cl)c1
57) O=C(CCN1C(=O)c2ccccc2C1=O)OCn1nnc2ccccc2c1=O
Compound,51,52,53,54,55,56,57
STAT1 activator,84,97,77,96,96,96,101
NF-kB neuron act,1,0.99,0.62,1.1,1.2,1.1,1.3
Hsp70 act,-0.3,-0.3,-0.1,-0.3,-0.2,-0.3,0.0
FLuc inhib CS,-7,-5,-3,-9,0,-5,1
APP 5'UTR act,-9,23,10,14,-17,55,11
STAT1 blocker,17,3,23,4,4,4,-1
STAT3 act,114,105,80,97,99,100,104
APP transl inh,9,-23,-10,-14,17,-56,-11
RAM inhibit,-0.6,7.7,1.1,-1.4,1.7,5.3,1.7
STAT3 inh,-8,-7,29,5,9,3,3
